High-throughput results: PubChem BioAssay, several laboratories
Rab7 wt GTP bind – modulators of GTP binding to dog Rab7 wildtype GTPase; 190,000 compounds, 0.055% hits; GTP binding activity (percent of control), % at 10 µM; GST-Rab7 beads, fluorescent GTP binding, flow cytometry; actives lie on both sides; untreated = 100%, excess cold GTP = 0%;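 active means fluorescent GTP binding to Rab7 beads changed by at least 20 points from the 100% baseline, either direction, mostly lower; inconclusive means compound itself probably fluorescent, or too few beads counted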;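 further: median green fluorescence of bound Bodipy-FL-GTP per Rab7 bead population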
Cdc42 wt – changes GTP binding to wildtype human Cdc42 | P60953 | GST-Cdc42 beads, Bodipy-GTP binding, flow cytometry; actives lie on both sides | percent activity (GTP binding), % at 10 µM | 190,000 compounds, 0.2% hits | AID 761;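 active means percent activity GTP binding at least 20 points away from the 100% baseline, either down as inhibitor or up as activator; inconclusive means compound flagged as likely green fluorescent from well-wide comparison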;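 further: median bead fluorescence of bound Bodipy-FL-GTP at 100 nM; 0% = excess unlabeled GTP control and 100% = no compound control; below 100% means less GTP binding so inhibitor and above means activator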
Target sequence (P60953 whole entry, looked up): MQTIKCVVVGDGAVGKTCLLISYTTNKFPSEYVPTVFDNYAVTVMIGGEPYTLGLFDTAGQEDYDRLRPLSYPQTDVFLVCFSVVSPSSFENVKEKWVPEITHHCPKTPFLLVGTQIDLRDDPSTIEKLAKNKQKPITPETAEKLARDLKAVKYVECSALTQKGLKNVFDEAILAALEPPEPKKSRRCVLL
GSH bead fluor – compound fluoresces at 488/530 nm on GSH beads. GSH beads flow cytometry, compound fluorescence 488/530 nm; hits give high values. fluorescence (KMESF) at 10 µM. 190,000 compounds, 0.25% hits; in the data active means fluorescence above about 89;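 further: glutathione beads carrying GST-tagged Bcl family fusion proteins plus one bare bead set; values are compound well signal with DMSO vehicle wells as background; inactives centre near 16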
HRas wt GTP bind – modulators of GTP binding to human HRas wildtype | P01112 | GST-Ras wt beads, Bodipy-FL-GTP binding, flow cytometry; actives lie on both sides | GTP binding activity, % at 10 µM | 190,000 compounds, 0.14% hits | AID 759;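 active means GTP binding activity at least 20% away from the 100% baseline, either lowered as inhibitor or raised as activator; inconclusive means flagged as likely green fluorescent, judged across all proteins in the well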;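 further: 0% = unlabeled GTP competition control and 100% = no-compound control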
Target sequence (P01112 whole entry, looked up): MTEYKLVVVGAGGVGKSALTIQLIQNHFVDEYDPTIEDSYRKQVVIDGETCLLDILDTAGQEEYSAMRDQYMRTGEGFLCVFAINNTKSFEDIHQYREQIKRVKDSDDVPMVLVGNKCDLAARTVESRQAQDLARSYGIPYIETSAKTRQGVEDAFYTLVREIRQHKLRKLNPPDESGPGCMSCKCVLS
Rac1 wt GTP bind – alters GTP binding to wildtype human Rac1 | P63000 | GST-Rac1 beads, fluorescent GTP binding, flow cytometry; actives lie on both sides; 0 = cold GTP competed, 100 = untreated | GTP binding activity (% of control), % at 10 µM | 190,000 compounds, 0.27% hits | AID 757;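 active means GTP binding activity at least 20 points away from the 100% control level, either lower or higher; inconclusive means compound flagged as likely green fluorescent, judged across all proteins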
Rac1 mut GTP – alters GTP binding to activated mutant human Rac1; P63000; GST-Rac1 activated beads, fluorescent GTP binding, flow cytometry; actives lie on both sides; 100% means binding = to untreated wells; percent activity (GTP binding), % at 10 µM; 190,000 compounds, 0.11% hits;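 active means GTP binding at least 20 percentage points away from the 100% baseline, in either direction, so actives lie on both sides; inconclusive means Compound likely fluorescent itself, or too few beads counted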
ABCB1 inh – inhibitors of human ABCB1 transporter, ABCG2 counter-screen. P08183. 190,000 compounds, 0.067% hits. AID 1326. CCRF-Adr cells, JC-1 efflux, flow cytometry. inhibition, % at 6.6 µM; in the data active means inhibition above about 40%;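 further: 0% = vehicle and 100% = reference inhibitor; higher value means more JC-1 retained so stronger ABCB1 efflux block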
Avidin fluor – avidin bead compound fluorescence profile; Avidin beads, compound fluorescence 488/530 nm, flow cytometry; hits give high values; fluorescence (KMESF) at 10 µM; 220,000 compounds, 0.38% hits; AID 1775; in the data active means fluorescence above about 47; further: inactives centre near 10
Pf gametocyte – kills late stage P. falciparum gametocytes; 150,000 compounds, 0.065% hits; P. falciparum stage V gametocytes, ATP luminescence, 24 h; AID 743093; inhibition, % at 10.9 µM;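 active means inhibition above the mean plus 3 SD of compounds within the control limits, set per campaign, cut at about 38% in these data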;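 further: 0% = DMSO wells and 100% = medium only without gametocytes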
Rab2A wt mod – changes GTP binding to wildtype dog Rab2A, up or down. P61105. GST-Rab2 wt beads, Bodipy-GTP binding, flow cytometry. GTP binding activity, % at 10 µM. 190,000 compounds, 0.19% hits. AID 760;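 active means GTP binding activity at least 20 points away from 100%, either lowered or raised; inconclusive means signal likely due to the compound's own green fluorescence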;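 further: 0% = beads with excess unlabeled GTP and 100% = no-compound control corrected for plate trend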
ABCG2 block – blocks JC-1 efflux by human ABCG2 transporter; IgMXP3 cells, flow cytometry; inhibition, % at 6.6 µM; 190,000 compounds, 0.1% hits; AID 1325;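 active means inhibition above 80%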;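 further: 0% = DMSO and 100% = nicardipine control wells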
Target sequence (Q9UNQ0 whole entry, looked up): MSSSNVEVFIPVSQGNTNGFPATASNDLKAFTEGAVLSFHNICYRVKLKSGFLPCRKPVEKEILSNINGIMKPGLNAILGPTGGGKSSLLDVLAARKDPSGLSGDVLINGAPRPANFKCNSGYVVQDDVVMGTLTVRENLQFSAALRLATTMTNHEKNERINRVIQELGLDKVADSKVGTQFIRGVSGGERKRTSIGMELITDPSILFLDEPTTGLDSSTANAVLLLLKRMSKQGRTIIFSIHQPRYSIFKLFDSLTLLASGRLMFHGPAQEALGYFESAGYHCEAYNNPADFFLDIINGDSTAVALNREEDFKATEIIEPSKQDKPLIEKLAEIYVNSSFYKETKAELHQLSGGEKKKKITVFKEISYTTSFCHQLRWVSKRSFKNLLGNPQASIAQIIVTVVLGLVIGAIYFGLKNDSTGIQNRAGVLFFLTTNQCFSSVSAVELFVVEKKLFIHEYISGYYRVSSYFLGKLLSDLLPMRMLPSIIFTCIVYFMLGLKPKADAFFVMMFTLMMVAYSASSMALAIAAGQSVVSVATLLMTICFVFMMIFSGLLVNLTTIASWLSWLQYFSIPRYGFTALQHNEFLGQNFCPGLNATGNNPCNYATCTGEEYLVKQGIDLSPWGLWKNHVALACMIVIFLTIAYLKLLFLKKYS
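Incubation: cells with compound and JC-1, 10 min at 25 °C, rotating, no wash / Test system: IgMXP3 (ABCG2) plus far-red-tagged CCRF-Adr (ABCB1) cells / Compound dosing: one concentration, 6.6 µM final / Also added: JC-1 fluorescent substrate / Evaluation: efflux inhibition in percent versus controls / Detection: flow cytometry, 530 nm JC-1 signal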
* = called active by the depositor; ? = inconclusive; nt = no result given. Rows are unselected; overall some 1.1% were active at least once.

Every second line gives: Rab7 wt GTP bind, Cdc42 wt, GSH bead fluor, HRas wt GTP bind, Rac1 wt GTP bind, Rac1 mut GTP, ABCB1 inh, Avidin fluor, Pf gametocyte, Rab2A wt mod, ABCG2 block
[1] CCCc1nc(SCC(N)=O)[nH]c(=O)c1CC
    96, 98, 25, 98, 102, 96, 2.4, 34, nt, 98, 19
[2] Cc1ccc(NC(=O)COc2ccccc2C=O)cc1Cl
    101, 94, 9, 97, 98, 96, 3.2, 9, 20, 99, 54
[3] Cc1ccc(Nc2nnc(SCC(=O)NCCN3C(=O)CSC3=O)s2)cc1
    97, 104, 10, 99, 100, 100, -0.1, 7, -36, 98, 7
[4] COc1ccccc1NC(=O)[C@H](COCc1ccccc1)NC(=O)OC(C)(C)C
    96, 100, 15, 99, 97, 96, 0.9, 36, nt, 96, 3
[5] Cc1cccc(CSC2=NN3CCCC(=O)N=C3S2)c1
    104, 101, 14, 100, 102, 97, -0.1, 7, nt, 100, 4
[6] CN(C)CCCCOc1ccccc1F
    107, 100, 23, 101, 105, 97, 0.5, 5, 12, 103, 10
[7] COc1ccc(OC)c(NC(=O)CSc2nnc(N)s2)c1
    102, 102, 12, 101, 102, 98, 2.0, 7, nt, 105, 38
[8] Nc1nc(-c2ccccc2)nn1S(=O)(=O)c1ccccc1
    ?, ?, 17, ?, ?, ?, 1.2, 8, 26, ?, 13
[9] CCOC(=O)C1=C(O)C(=O)N(CCCn2ccnc2)C1c1ccc(OC)cc1 (stereo not given)
    98, 98, 12, 96, 98, 91, -0.2, 10, nt, 97, 2
[10] CCOC(=O)N1CCN(Cc2cn[nH]c2-c2ccc(-c3ccccc3)cc2)CC1
    93, 95, 15, 95, 94, 91, 0.5, 11, nt, 95, 3
[11] Cc1cc(C(=O)c2ccc(Cl)cc2)c(NC(=O)CCl)s1
    104, 105, 11, 101, 108, 99, -0.1, 12, 11, 99, 2
[12] C=CCN=c1scc(-c2ccc(F)cc2)n1/N=C/c1ccccn1
    94, 97, 11, 97, 99, 97, 0.0, 13, 15, 96, 0
[13] CCCn1c2ccccc2c2nnc(SCc3[nH]c(=O)[nH]c3C(=O)CCCCC(=O)OCC)nc21
    98, 102, 9, 97, 100, 97, 0.3, 11, 3, 99, 14
[14] COc1ccc(NC(=O)COC(=O)C23CC4CC(CC(Cl)(C4)C2)C3)c(OC)c1
    96, 95, 25, 94, 93, 95, 1.3, 26, -8, 96, 5
[15] CCOC(=O)c1[nH]c2ccc(OC)cc2c1NC(=O)c1ccc2c(c1)OCO2
    106, 104, 21, 104, 103, 100, 0.2, 15, nt, 105, 0
[16] CN(C1=NC(=O)C(CC(=O)Nc2ccc(Br)cc2)S1)c1ccc(O)cc1 (stereo not given)
    98, 102, 25, 101, 103, 96, 1.0, 16, nt, 100, 3
[17] Cc1ccc(/C=N/N2C(=O)c3ccccc3NC2c2ccc(C)cc2)cc1 (stereo not given)
    99, 95, 17, 99, 100, 99, 0.9, 17, 13, 100, 11
[18] CCC(=O)Nc1ccc(NC(=O)c2ccc3c(c2)OCO3)cc1
    93, 96, 23, 93, 92, 96, 0.3, 42, nt, 93, 17
[19] CCc1nnc(NC(=O)C2CC(=O)N(Cc3ccccc3)C2)s1 (stereo not given)
    105, 101, 16, 100, 99, 97, 0.8, 11, 20, 101, -1
[20] COc1ccc(OC)c(C(=O)c2ccc(C(=O)N3CCCCC3)cc2)c1
    106, 103, 15, 102, 101, 97, 0.7, 8, 0, 103, 5
[21] CCCCOc1ccc(-c2nnn(CC(=O)c3c[nH]c4ccccc34)n2)cc1
    ?, ?, 12, ?, ?, ?, -0.1, 12, 28, ?, 1
[22] Cc1nn(C(=O)c2nn(C)cc2Cl)c(C)c1Br
    98, 101, 7, 101, 105, 101, 0.4, 15, nt, 100, 15
[23] CCC(C)(C)NC(=O)CN(C(=O)CNS(=O)(=O)c1ccccc1)c1ccccc1
    99, 102, 23, 102, 101, 98, 1.1, 8, nt, 101, 4
[24] CC(=O)Nc1ccc(NC(=O)C(C)c2cccc(C(=O)c3ccccc3)c2)cc1 (stereo not given)
    103, 103, 12, 102, 103, 102, nt, 7, nt, 102, 4
[25] O=C(NC1CCCCCCC1)c1cnccn1
    100, 100, 32, 99, 99, 96, 0.4, 10, nt, 99, 5
[26] CCOC(=O)Cc1csc(NC(=S)NC(=O)c2ccccc2)n1
    101, 101, 12, 102, 104, 99, -1.2, 12, 4, 102, -7
[27] Cc1ccc(C)c(NC(=O)C2CCCN2C(=O)NC2CCCCC2)c1 (stereo not given)
    101, 100, 20, 98, 99, 98, 1.5, 10, nt, 97, 4
[28] Cc1oc(-c2ccc(Cl)cc2)nc1CS(=O)CC(=O)NCCCN(C)C1CCCCC1 (stereo not given)
    93, 91, 18, 94, 90, 91, 0.7, 37, 10, 91, 5
[29] O=C(/C=C/c1ccccc1)N1CCN(c2ccccn2)CC1
    95, 97, 33, 96, 93, 93, -0.2, 11, nt, 93, -1
[30] COc1cc(-c2nc(=S)[nH][nH]2)cc(OC)c1OC
    101, 97, 9, 97, 98, 96, 0.8, 12, nt, 97, 1
[31] Nc1c(C(=O)NCc2ccc(F)cc2)c2nc3ccccc3nc2n1CCCN1CCOCC1
    96, 90, 14, 92, 97, 95, 1.4, 34, nt, 92, 4
[32] Cc1nn(C)cc1CNC(=O)c1cc2n(n1)C(C(F)(F)F)CC(c1cccs1)N2 (stereo not given)
    97, 103, 20, 103, 102, 101, 0.1, 9, 5, 102, 1
[33] FC(F)(F)c1ccc2c(c1)n(Cc1ccccc1)c1[n+]2CCCCC1
    102, 94, 17, 95, 97, 95, 0.2, 14, 12, 96, 0
[34] Cc1ccc(S(=O)(=O)N(C)Cc2ccc(C(=O)N/N=C3\CCCC(=O)C3)cc2)cc1
    99, 100, 20, 95, 103, 101, 0.0, 4, -3, 96, -1
[35] Cc1cnc(NC(=O)CN2C(=O)C3CC=CCC3C2=O)s1 (stereo not given)
    99, 97, 7, 98, 97, 96, 0.7, 19, 22, 97, 4
[36] COC(=O)CNc1nc(OC)nc(N(C)C)n1
    103, 99, 10, 103, 101, 100, 0.0, 9, nt, 101, 0
[37] COc1ccc2c(c1)c(CCN1C(=O)c3ccccc3C1=O)cn2C(=O)c1ccco1
    99, 101, 5, 99, 105, 100, 1.2, 7, -7, 99, 5
[38] CC1=C(C(=O)Nc2ccccc2)C(c2ccc(C)o2)N2C(=O)CSC2=N1 (stereo not given)
    109, 103, 6, 105, 109, 100, 0.1, 14, nt, 107, -1
[39] Cc1oc(-c2cccs2)nc1CN1CCN(Cc2ccc(F)c(F)c2)C(CCO)C1 (stereo not given)
    108, 101, 11, 99, 102, 95, 1.0, 3, 6, 103, 1
[40] C/C(=N\NC(=O)C1CCCN(S(=O)(=O)c2ccccc2)C1)c1ccccn1 (stereo not given)
    94, 97, 39, 97, 98, 95, 0.2, 7, nt, 95, -1
[41] COc1cccc(CN2CCC(C(=O)N3CCC(C)CC3)CC2)c1
    96, 95, 18, 98, 100, 94, 0.8, 10, -7, 98, 5
[42] OCC(CO)(CO)NCc1ccc(-c2ccccc2)cc1
    ?, ?, 236*, ?, ?, ?, 0.7, 7, 7, ?, 1
[43] COC(=O)c1ccccc1NC(=O)Cn1nc2n(C)c3ccccc3n2c(=O)c1=O
    98, 102, 17, 100, 105, 99, 2.2, 10, nt, 100, 11
[44] O=C1CCSc2cccc3cccc(c23)N1
    96, 101, 10, 100, 98, 97, 1.5, 13, -29, 97, 7
[45] Cc1ccc(NC(=O)c2ccc(OC(=O)CCN3C(=O)c4ccccc4C3=O)cc2)cc1
    95, 95, 10, 96, 95, 94, 0.6, 48*, nt, 92, 3
[46] O=C1OCCN1C(=O)[C@H]1[C@H](c2ccc(F)cc2)C(c2ccc(F)cc2)=NN1c1ccccc1
    101, 94, 15, 99, 100, 97, 2.1, 9, 4, 102, 11
[47] S=c1[nH]c2ccc3ccccc3c2[nH]1
    102, 95, 26, 96, 101, 97, 0.5, 12, 21, 98, 1
[48] Cc1cc(C(=O)CSc2nncs2)c(C)n1Cc1ccco1
    98, 93, 16, 93, 98, 95, 0.5, 8, -8, 96, 2
[49] N#C/C(=C\c1c(N2CCCCC2)nc2ccccn2c1=O)C(=O)NCc1ccco1
    98, 98, 3, 100, 101, 101, 0.6, 13, 14, 100, 5
[50] Cc1ccc(-c2nn(C)c(=O)c3ccccc23)cc1CNC(=O)c1ccco1
    106, 109, 20, 108, 111, 104, 0.6, 16, nt, 109, 3

Other records follow.
Every second line gives: Rab7 wt GTP bind, Cdc42 wt, GSH bead fluor, HRas wt GTP bind, Rac1 wt GTP bind, Rac1 mut GTP, ABCB1 inh, Avidin fluor, Pf gametocyte, Rab2A wt mod, ABCG2 block
[51] N#C/C(=C(/O)CCCl)c1ccccn1
    99, 99, 14, 97, 96, 95, 0.1, 8, -12, 99, 1
[52] COc1ccc2nc(NC(=O)CSc3nnc(N)s3)sc2c1
    101, 101, 8, 98, 101, 98, -0.9, 39, 1, 99, -6
[53] O=C(O)CN1C(=O)CCS(=O)c2ccccc21 (stereo not given)
    97, 101, 14, 96, 100, 97, -0.3, 6, nt, 100, 0
[54] CCN(CC)CCNC(=O)C12CC3CC(C)(CC(C)(C3)C1)C2
    103, 106, 35, 103, 104, 101, 0.4, 14, nt, 103, -4
[55] Cc1ccc(-c2nc(N)n(C(=O)Cc3ccccc3)n2)cc1
    97, 96, 28, 98, 94, 93, 1.3, 13, -3, 95, 7
[56] O=c1[nH]nc(CNc2ccc(C(F)(F)F)cc2)c2ccccc12
    99, 102, 12, 102, 99, 99, 0.4, 11, -25, 104, 3
